SNCA viab count = cell viability loss counter-screen | HEK-293-SNCA-luc viability, GF-AFC fluorescence, 24 h | Potency, µM (highest dose often 57.1 µM), for the others: top-dose activity change, negative = cytotoxicity, usual class: cytotoxic | hit rate 0.12% among 150,000;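 note: potency is the fitted concentration of half-maximal effect; 0% = DMSO-treated cells and -100% = medium-only wells without cells; nearly all actives have a fitted effect of over 30% in size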
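HEK-293-SNCA-luc cells (1500/well) plated 24 h, then exposed 24 h to a dilution series; GF-AFC added 30 min at 37C, fluorescence 405/540 nm; normalised to medium-only and DMSO wells, Hill fit.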
GPT2 inh = GPT2 alanine aminotransferase inhibition. Recombinant GPT2, coupled pyruvate oxidase/HRP Amplex Red fluorescence. Potency, µM (series often up to 57.7 µM), for the others: at the highest dose activity change, negative = inhibition, most hits filed as inhibitors. hit rate 0.25% among 100,000. AID 1671188; note: potency is the fitted concentration of half-maximal effect; nearly all actives have a fitted effect of over 60% in size; many of its hits are not listed in these tables
Target sequence (Q8TD30 whole entry, looked up): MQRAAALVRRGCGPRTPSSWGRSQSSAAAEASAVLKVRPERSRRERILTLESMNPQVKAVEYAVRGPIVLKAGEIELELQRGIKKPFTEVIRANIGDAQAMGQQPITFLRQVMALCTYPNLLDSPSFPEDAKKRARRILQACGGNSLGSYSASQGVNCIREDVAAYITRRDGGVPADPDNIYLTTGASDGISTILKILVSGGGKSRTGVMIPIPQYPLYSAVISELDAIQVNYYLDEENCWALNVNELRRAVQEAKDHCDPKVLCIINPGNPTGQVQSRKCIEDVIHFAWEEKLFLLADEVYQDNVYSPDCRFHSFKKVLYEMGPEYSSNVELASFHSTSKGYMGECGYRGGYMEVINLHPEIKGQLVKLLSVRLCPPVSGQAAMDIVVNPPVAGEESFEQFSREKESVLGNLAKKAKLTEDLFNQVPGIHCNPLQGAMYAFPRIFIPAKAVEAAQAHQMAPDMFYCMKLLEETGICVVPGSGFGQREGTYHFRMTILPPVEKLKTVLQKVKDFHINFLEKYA
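Fluorescence of coupled pyruvate oxidase/HRP/Amplex Red system (50uM Amplex, 30 min, dark) reports pyruvate formed by GPT2. Enzyme reaction: 10ng/uL GPT2, 2mM L-alanine, 250uM a-KG, 30 min room temperature, pH 7.5; 50uM AOA control.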
SNCA expr inh = reduces expression of the alpha-synuclein gene. Potency, µM (titrated, usually from 57.2 µM), inactives show at the highest dose activity change, negative = inhibition, usual class: inhibitors. HEK-293 SNCA-luciferase knock-in, luminescence, 24 h. AID 1671194. hit rate 0.17% among 140,000;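 note: potency is the fitted concentration of half-maximal effect; plate controls were DMSO cells for no effect and cell-free wells for full effect; nearly all actives have a fitted effect of over 45% in size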
IP6K1 inh = blocks human inositol hexakisphosphate kinase 1. hit rate 0.81% among 140,000. activity change, % (series mostly up to about 58 µM). Q92551. IP6K1 kinase, ADP-Glo luminescence, 2 h; hits give low values; in the data active = activity change below about -25%
Target sequence (Q92551 whole entry, looked up): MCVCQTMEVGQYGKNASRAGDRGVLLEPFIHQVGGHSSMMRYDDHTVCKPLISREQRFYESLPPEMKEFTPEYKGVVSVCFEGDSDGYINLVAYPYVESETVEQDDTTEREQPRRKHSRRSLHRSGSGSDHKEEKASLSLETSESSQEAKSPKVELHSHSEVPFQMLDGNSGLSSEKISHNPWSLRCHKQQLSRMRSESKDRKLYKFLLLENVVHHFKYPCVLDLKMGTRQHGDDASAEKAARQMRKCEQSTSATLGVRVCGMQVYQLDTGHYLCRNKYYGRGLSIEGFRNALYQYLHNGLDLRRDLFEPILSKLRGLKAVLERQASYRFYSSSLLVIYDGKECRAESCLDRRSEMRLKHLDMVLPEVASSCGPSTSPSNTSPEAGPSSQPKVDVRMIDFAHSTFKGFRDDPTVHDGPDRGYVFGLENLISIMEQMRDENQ
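ADP-Glo luminescence measures ADP made by human IP6K1 during a 2 h RT reaction with ATP/IP6 (mix at 1.3 mM/130 uM); top library doses 57.5 and 19.1 uM final.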
NIH3T3 tox = kills NIH 3T3 cells; AID 1345082; hit rate 4.3% among 94,000; Potency, µM (series often up to 96.7 µM), inactives show top-dose activity change, negative = cytotoxicity, most hits filed as inhibitors; NIH 3T3 viability, CellTiter-Glo ATP luminescence, 48-72 h; note: potency is the fitted concentration of half-maximal effect; nearly all actives have a fitted effect of over 55% in size
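Luminescent ATP readout (CellTiter-Glo, 10 min RT) after 48 or 72 hr compound exposure of NIH 3T3 cells seeded at 400 cells/well in 1536-well format; quantitative HTS.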
Luciferase inh = inhibitors of firefly (Photinus pyralis) luciferase | P08659 | purified P. pyralis luciferase, luminescence, biochemical | Potency, µM (top dose mostly 115 µM), for inactives: top-dose activity change, negative = inhibition, hits mostly inhibitors | hit rate 2.5% among 76,000; note: potency is the fitted concentration of half-maximal effect; nearly all actives have a fitted effect of over 65% in size
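Luminescence read by CCD imaging after purified firefly luciferase (10nM final) was added to substrate buffer holding 10uM D-luciferin and 10uM ATP, pH 7.5, pre-dosed with compound.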
HEK cytotox = HEK 293 cell cytotoxicity | HEK 293 viability, ATP luminescence (CellTiter-Glo), 48-72 h | Potency, µM (series often up to 115 µM), for the others: at the highest dose activity change, negative = cytotoxicity, hits mostly inhibitors | hit rate 6.6% among 94,000; note: potency is the fitted concentration of half-maximal effect; nearly all actives have a fitted effect of over 60% in size
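Pintool-delivered compounds were incubated with HEK 293 cells (250 cells/well) at 37 degree Celsius for 48 or 72 hr. ATP-dependent luminescence (CellTiter-Glo) then reported remaining viable cells.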
* marks the source's active call; other numbers are inactive results; i = inactive; ? = inconclusive; / = no result given; [ ] = remark or other dose. Unless noted, calls come from the whole dose curve; as a rule, active = well fitted curve in the direction sought with a large enough effect; inconclusive = small, poorly fitted or top-dose-only effect, or another doubt; inactive = no such curve, though single readings can be large; an effect the other way counts as inactive or inconclusive. Unless noted, % is set by controls: 0 for no effect and ±100 for the full control effect. Only part of the results is shown. The share of hits here may be higher or lower than overall.

The opening 14 entries as a preview:
No. | Compound | SNCA viab count | GPT2 inh | SNCA expr inh | IP6K1 inh | NIH3T3 tox | Luciferase inh | HEK cytotox
1 | COc1ccc(NC(=O)c2cnc3c(c2)N(C(=O)Cc2cccc(C(F)(F)F)c2)CCC3)cn1 | -4% | -8% | 8% | 20 | ? | -2% | ?
2 | CC1CCN(C(=O)c2ccccc2OCC2CCCN(C3CCCC3)C2)CC1 (stereo unspecified) | -23% | 3% | 4% | 7 | ? | -15% | ?
3 | CC(C)CN1C2CCC1CN(C(=O)Nc1ccccc1F)C2 | 7% | -4% | -8% | -2 | i | / | 2%
4 | COc1ccc(-c2ccc(C(=O)N3CCN(C(=O)c4ccccc4OC)CC3)cc2)nn1 | / | / | / | -9 | -10% | / | 1%
5 | CC(=O)c1cccc(C(=O)N2CCC3(CC2)NC(=O)N(Cc2ccc(C)cc2)C3=O)c1 | -3% | -19% | 2% | 15 | -18% | 3% | -10%
6 | CC(C)NC(=O)N1CCCCCCNC(=O)[C@@H]2CCCC[C@@H]21 | -9% | -19% | -20% | -4 | -8% | -3% | 5%
7 | O=C1Nc2ccccc2-c2nc3ccccc3c(=O)n2-c2c(O)cccc21 | -17% | 0%[27.3 µM] | / | -8 | / | / | /
8 | COc1cc(OC)c(OC)cc1CN1CCc2nc(N(C)C)[nH]c(=O)c2CC1 | -6% | i | -14% | 4 | 0% | 2% | 6%
9 | O=C(Cc1ccccc1)Nc1sc2c(c1C(=O)Nc1ccc(Br)cc1)CCC2 | 25% | / | 0% | -8 | / | / | /
10 | O=C(c1cccc(Cl)c1)N1CCN(c2cc(C(F)(F)F)ncn2)CC1 | -3% | -7% | -7% | 3 | ? | -1% | ?
11 | COC(=O)c1ccc(NC(=O)c2c(OC)cc(=O)n3c2CCCC3)cc1 | -6% | i | -24% | -3 | -30% | 3% | -23%
12 | CCOC(=O)c1[nH]cnc1C(=O)Nc1cccc(OC)c1 | 2% | / | 8% | -1 | / | / | /
13 | Cc1cc(F)cc(CN2CCc3nc(C(=O)NCC4CC4)oc3CC2)c1 | 3%[87.6 µM] | 2%[88.5 µM] | -25%[87.6 µM] | 11 | ? | -9%[172 µM] | ?
14 | COCc1nc(CCNC(=O)C(C)c2ccccc2)no1 (stereo unspecified) | -5%[12.5 µM] | i | 11% | -1 | 4% | 2% | 13%

This part in full, repeating the preview:
No. | Compound | SNCA viab count | GPT2 inh | SNCA expr inh | IP6K1 inh | NIH3T3 tox | Luciferase inh | HEK cytotox
1 | COc1ccc(NC(=O)c2cnc3c(c2)N(C(=O)Cc2cccc(C(F)(F)F)c2)CCC3)cn1 | -4% | -8% | 8% | 20 | ? | -2% | ?
2 | CC1CCN(C(=O)c2ccccc2OCC2CCCN(C3CCCC3)C2)CC1 (stereo unspecified) | -23% | 3% | 4% | 7 | ? | -15% | ?
3 | CC(C)CN1C2CCC1CN(C(=O)Nc1ccccc1F)C2 | 7% | -4% | -8% | -2 | i | / | 2%
4 | COc1ccc(-c2ccc(C(=O)N3CCN(C(=O)c4ccccc4OC)CC3)cc2)nn1 | / | / | / | -9 | -10% | / | 1%
5 | CC(=O)c1cccc(C(=O)N2CCC3(CC2)NC(=O)N(Cc2ccc(C)cc2)C3=O)c1 | -3% | -19% | 2% | 15 | -18% | 3% | -10%
6 | CC(C)NC(=O)N1CCCCCCNC(=O)[C@@H]2CCCC[C@@H]21 | -9% | -19% | -20% | -4 | -8% | -3% | 5%
7 | O=C1Nc2ccccc2-c2nc3ccccc3c(=O)n2-c2c(O)cccc21 | -17% | 0%[27.3 µM] | / | -8 | / | / | /
8 | COc1cc(OC)c(OC)cc1CN1CCc2nc(N(C)C)[nH]c(=O)c2CC1 | -6% | i | -14% | 4 | 0% | 2% | 6%
9 | O=C(Cc1ccccc1)Nc1sc2c(c1C(=O)Nc1ccc(Br)cc1)CCC2 | 25% | / | 0% | -8 | / | / | /
10 | O=C(c1cccc(Cl)c1)N1CCN(c2cc(C(F)(F)F)ncn2)CC1 | -3% | -7% | -7% | 3 | ? | -1% | ?
11 | COC(=O)c1ccc(NC(=O)c2c(OC)cc(=O)n3c2CCCC3)cc1 | -6% | i | -24% | -3 | -30% | 3% | -23%
12 | CCOC(=O)c1[nH]cnc1C(=O)Nc1cccc(OC)c1 | 2% | / | 8% | -1 | / | / | /
13 | Cc1cc(F)cc(CN2CCc3nc(C(=O)NCC4CC4)oc3CC2)c1 | 3%[87.6 µM] | 2%[88.5 µM] | -25%[87.6 µM] | 11 | ? | -9%[172 µM] | ?
14 | COCc1nc(CCNC(=O)C(C)c2ccccc2)no1 (stereo unspecified) | -5%[12.5 µM] | i | 11% | -1 | 4% | 2% | 13%
15 | O=C(N[C@@H]1CN(C(=O)CCc2c[nH]c3ccccc23)C[C@H]1CO)c1ccccc1 | -1% | 4% | 0% | 1 | -8% | / | i
16 | CCOc1ccc(-c2ccc(NS(=O)(=O)c3cc(C)ccc3OC)cc2)nn1 | -2% | / | 6% | -6 | / | / | /
17 | COCC(=O)N[C@@H]1CN(Cc2ccc(C)cc2C)C[C@H]1CO | 5% | -6% | 6% | -1 | i | 0% | i
18 | COc1cc(OC)c(OC)cc1CN1CCc2nc(N3CCN(C)CC3)[nH]c(=O)c2CC1 | -19% | i | -26% | 13 | i | 9% | 8%
19 | COc1ccc(NC(=O)c2ccc3c(c2)NC(C)(CNc2ccccc2)CO3)cn1 (stereo unspecified) | -28%[87.6 µM] | -5%[88.5 µM] | ? | 5 | ? | -15%[172 µM] | 45µM*
20 | CNC(=O)[C@@H]1C[C@@H](O)CN1C1CCN(C(=O)c2cccc(C)c2)CC1 | 9% | -23% | -3% | 15 | -6% | -3% | i
21 | COCCCNC(=O)N1C[C@@H](Oc2ccccc2)C[C@H]1C(=O)N1CCOCC1 | 3% | 2% | -1% | 0 | i | 5% | i
22 | CC(C)CN1CC2(CCN(C(=O)c3ccc(-n4cnnc4)cc3)CC2)CC1=O | -1% | -1% | 4% | 10 | -11% | 1% | -23%
23 | CC(=O)Nc1ccc(NC(=O)c2oc3c(c2C)-c2nn(Cc4ccccc4Cl)cc2CC3)cc1 | -1% | / | 4% | 4 | / | / | /
24 | Cc1nc2cccnc2n1-c1cccc(C(=O)NCCc2ccc(Cl)cc2)c1 | -20% | / | 3% | 19 | / | / | /
25 | CNC(=O)CNC(=O)c1cccc(-c2ccc(C(F)(F)F)cc2)c1 | 5%[12.5 µM] | i | 18%[87.6 µM] | -2 | ? | / | ?
26 | COc1ccc(CNC(=O)NC2CCc3n[nH]c(=O)n3CC2)cc1 (stereo unspecified) | -7% | i | -4% | -4 | 5% | -1% | i
27 | O=C(NCc1cccnc1)c1ccc2nnc(-c3ccc(OC(F)(F)F)cc3)n2c1 | 2% | -1% | -10% | -3 | -15% | / | -3%
28 | Cc1ccc(Cn2ccn(CC(=O)Nc3c(C)cc(C)cc3C)c(=O)c2=O)cc1 | -4% | / | -18% | -4 | / | / | /
29 | O=C([C@@H]1C[C@H](Oc2cccnc2)CN1C(=O)C1CC=CC1)N1CCOCC1 | 8% | i | -8% | 0 | 3% | -4% | 4%
30 | CN(C)c1nccnc1OC1CCN(S(=O)(=O)c2ccccc2)C1 (stereo unspecified) | -5% | i | 0% | 8 | -20% | -1% | ?
31 | CC1(C)C[C@H](NCC2CCCCC2)[C@@]2(CCC(=O)N3CCCC3)CC[C@](C)(O)C[C@@H]12 | ? | ? | -16%[87.6 µM] | 6 | ? | -12%[172 µM] | ?
32 | COc1ccc(-c2nc(-c3ccccc3)nc3c2CN(C(=O)c2ccc(C(F)(F)F)cc2)CC3)cc1 | -6% | -3% | -4% | -2 | -9% | -2% | ?
33 | CC(C)NC(=O)c1ccc(Cn2c(=O)c3cccn3c3cccnc32)cc1 | 5% | / | 11% | 1 | / | / | /
34 | O=C(CCC1CCN(S(=O)(=O)c2ccccc2)CC1)NCc1ccco1 | -2% | i | 13% | 11 | -22% | 2% | -6%
35 | O=C1CCC2(CCCO2)CCN1Cc1cccc(F)c1F (stereo unspecified) | -2% | -9%[11.5 µM] | 42%[activator] | -31* | -11% | -3% | -7%
36 | Cc1cc(C)cc(C(=O)NC2CCN(c3cc(-c4ccccc4)[nH]n3)CC2)c1 | 2% | -10% | -12% | 30 | -7% | 2% | -3%
37 | CC(C)c1ccc(N2C(=O)CSC23C(=O)N(C)c2ccccc23)cc1 (stereo unspecified) | 1% | / | -14% | 8 | / | / | /
38 | Cc1cc(C)cc(-c2ccc(CN3CCCC3C(=O)NCc3cccc(F)c3)cc2)c1 (stereo unspecified) | 0% | -26% | -21% | 1 | ? | / | ?
39 | CC(C)C(=O)Nc1ccc(C2(C(=O)NCC3CC3)CCCCC2)cc1 | 11% | -5% | -22% | 2 | 3% | 8% | -2%
40 | COC(=O)[C@@H]1Cc2c([nH]c3ccccc23)[C@H]2C[C@H](NCCNC(C)=O)C[C@@H](c3ccc(C)cc3)N21 | -7% | -19% | -22% | 5 | 25µM* | -14% | 25µM*
41 | COc1ccc(N2C(=O)C3(CCCCC3)C2C(=O)N(C)C)cc1 (stereo unspecified) | -28% | 2% | 13% | -7 | -5% | 2% | -26%
42 | CCn1cc(-c2ccc(Cl)cc2)cc1C(=O)NCC(=O)OC | 4% | -3% | 9% | -1 | ? | 40µM* | -33%
43 | Cc1cccc(-c2nc3scc(CCNS(=O)(=O)c4ccc5c(c4)OCCO5)n3n2)c1 | -16% | / | 1% | -14 | / | / | /
44 | Cc1ccc(S(=O)(=O)N2[C@@H]3CC[C@H]2CC(NC(=O)c2ccncc2)C3)cc1 (stereo partly specified) | -4% | -4% | 3% | 15 | -14% | 3% | 0%
45 | COc1ccccc1-n1cc(C(=O)N2CCC3(CCNC(=O)CC3)CC2)cn1 | 2% | i[11.5 µM] | 44%[activator] | -11 | -4% | -14% | i
46 | COc1ccc(C2=NOC3(CCN(C(=O)c4ccccc4OC)C3)C2)cc1 (stereo unspecified) | -9% | i | -5% | 1 | ? | -12% | ?
47 | COCCC(=O)NC[C@@H]1C=C(C)[C@H](CC(=O)N(C)Cc2cccnc2)C[C@H]1C(C)C | ? | -3%[88.5 µM] | 138%[activator][87.6 µM] | -5 | 0%[174 µM] | 56µM* | -15%[172 µM]
48 | Cc1noc(/C=C/c2ccccc2F)c1S(=O)(=O)N1CCC(C(=O)NCc2ccco2)CC1 | -2% | / | -23% | -14 | / | / | /
49 | COc1cccc(CN2CC[C@@H](CO)N(C)c3nc(C)ccc3C2)c1 | -7%[87.6 µM] | 5%[88.5 µM] | 19%[87.6 µM] | -1 | -33%[174 µM] | -5%[172 µM] | ?
50 | CN(C)c1cccc(Oc2nnnn2[C@H]2CO[C@H]3[C@@H]2OC[C@@H]3NC(=O)CC(C)(C)CC(=O)O)c1 | -6% | -1% | 15% | 10 | i | 1% | 0%
51 | O=C1NCc2ccccc2CC12CCN(Cc1cccc(F)c1)C2 (stereo unspecified) | -2% | ? | 20% | -11 | -6% | / | ?
52 | O=C(N1CC(N(Cc2ccncc2)CC2CC2)C1)C1(c2ccccc2)CC1 | -5% | i | ? | 17 | -27% | / | -14%

Source: PubChem BioAssay
